Assay outcomes from PubChem.
14-3-3 PPI = modulators of 14-3-3 gamma protein binding, primary screen, biochemical, fluorescence polarization | 14-3-3 protein gamma (Homo sapiens), P61981 | FP, 14-3-3gamma / TMR-pS259-Raf peptide binding | inhibition, % at 40 µM | 160,000 tested, 0.19% active; in the data active = inhibition above about 30%;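 also: 0% = protein plus tracer without compound and 100% = blank with tracer alone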
Target sequence (P61981 whole entry, looked up): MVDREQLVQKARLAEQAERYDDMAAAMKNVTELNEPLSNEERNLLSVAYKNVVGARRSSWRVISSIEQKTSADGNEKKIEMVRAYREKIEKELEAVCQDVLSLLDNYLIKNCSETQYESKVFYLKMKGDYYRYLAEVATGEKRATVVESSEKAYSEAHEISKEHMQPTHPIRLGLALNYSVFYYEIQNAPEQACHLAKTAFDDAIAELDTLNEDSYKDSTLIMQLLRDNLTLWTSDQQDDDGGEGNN
* = called active by the depositor; & = joins results of further samples.

item | SMILES | 14-3-3 PPI
1 | COc1cccc(C(=O)Nc2ccc([N+](=O)[O-])cc2)c1 | 0
2 | O=C1C=C(NCCNc2c(F)c(F)c(CO)c(F)c2F)CCC1 | -11
3 | Cc1ccc(C2=CC(c3ccco3)n3ncnc3N2)cc1 (stereo not drawn) | -25
4 | CC(C)n1c(Nn2cnnc2)nc2ccccc21 | 5
5 | C=CCc1c(C)[nH]c(=S)c(C#N)c1C | 0
6 | Cc1cc(C#N)c(C)n1-c1cc(C(F)(F)F)ccc1N1CCOCC1 | -2
7 | S=c1[nH]nc(-c2ccc3ccccc3n2)o1 | -5
8 | Cc1oc2c(c1CC(=O)O)C(=O)CC(C)(C)C2 | 2
9 | COc1ccccc1N1CCN(C(=O)c2ccc3c(=O)n(Cc4ccco4)c(=S)[nH]c3c2)CC1 | -2&-22
10 | CCOc1ccc(-c2nc(CSCC(=O)N3CCN(c4cccc(OC)c4)CC3)c(C)o2)cc1 | 2
11 | CCC(C)NC(=O)CSc1nc2c(sc3ccccc32)c(=O)n1CCc1ccccc1 (stereo not drawn) | 3
12 | O=C(CS(=O)(=O)c1cccc2nsnc12)Nc1cccc(C(F)(F)F)c1 | -7
13 | Cc1ccc(Cl)cc1NC(=O)CSC1=Nc2ccccc2C2=NC(c3ccccc3)C(=O)N12 (stereo not drawn) | -27
14 | C=CCn1c(SCCC)nc2c(c1=O)C1(CCCCC1)Cc1ccccc1-2 | -13
15 | CN(C)S(=O)(=O)c1ccc(C(N)=O)cc1 | 12
16 | O=S(=O)(c1ccc(Oc2ccc(S(=O)(=O)N3CCCCC3)cc2)cc1)N1CCCCC1 | -8
17 | FC(F)(F)c1cc(-c2ccco2)nc(-n2cc(Cl)cn2)n1 | -22
18 | C=CCSc1n[nH]c(-c2ccc(OC)cc2)n1 | -13
19 | CCN(CC)CCCNC(=O)c1cc2nc(-c3ccc(C)cc3)cc(C(F)(F)F)n2n1 | 0
20 | O=C(O)CCCC(=O)N1N=C(c2ccc(Br)cc2)CC1c1ccc(Br)cc1 (stereo not drawn) | -8
21 | Cc1cc(C)cc(OCC(=O)Nc2ccc(F)cc2)c1 | -4
22 | CCOC(=O)c1nnn(-c2nc(OC)nc(N(C)C)n2)c1-c1ccccc1 | 0
23 | CC(C)CC(OC(=O)c1cccs1)C(=O)NCc1ccco1 (stereo not drawn) | -11
24 | Nn1c(-c2cccc(Br)c2)n[nH]c1=S | -5
25 | CCOC(=O)c1cnc2c(C)cc(Cl)cc2c1Cl | -39
26 | CCN(C(=O)COc1ccccc1)c1nnc(-c2cccnc2)s1 | -3
27 | CCOc1ccc(NC(=O)CSc2nnc(C3CC3)n2N)cc1 | -6
28 | C=CCn1c(SCCCO)nc2c1c(=O)[nH]c(=O)n2C | 3
29 | Cn1c2ccccc2c2ncn(CCC3=CCCCC3)c(=O)c21 | 1
30 | COc1ccc(-c2nnc(N(C)C(=O)c3cccnc3)s2)cc1 | -8
31 | COC(=O)C(C)Sc1nc2c(c(=O)n(C)c(=O)n2C)n1CCC(C)C (stereo not drawn) | 22&-3
32 | O=C1CCCN1CN(C(=O)c1ccc2c(c1)OCO2)c1cccc(Cl)c1 | -3
33 | CCN1C(=O)CC(C(=O)Nc2ccc(Cl)cc2)SC1=Nc1ccc(Br)cc1 (stereo not drawn) | 0
34 | CCCCN1C2=NCCCN2c2ccccc21 | -5
35 | Cc1ccc(C2Nc3ccc(C(=O)c4ccccc4)cc3NC3=C2C(=O)CC(C)(C)C3)o1 (stereo not drawn) | 16
36 | CC(C)c1ccc(CNC(=O)c2ccccc2I)cc1 | -9
37 | CC(=O)c1c(C)[nH]c(C(=O)N2CCC(C)CC2)c1C | -8
38 | O=C1NC(c2ccccc2)Nc2c1sc1nc3c(cc21)CCCC3 (stereo not drawn) | 0
39 | CCOc1cc(C=C2N=C(SC)SC2=O)cc(Cl)c1OCc1ccccc1 | -7
40 | Cc1ccccc1OC(=NS(=O)(=O)c1ccc(Cl)cc1)c1ccccc1 | -5
41 | Cc1ccc(CCNC(=O)c2cccn3c(=O)c4cc(Cl)ccc4nc23)cc1 | -6
42 | CC[n+]1c(C=C2C=C(C)CC(C)C2)sc2ccccc21 (stereo not drawn) | -168
43 | Cc1c(C(=O)N2CCC(C(N)=O)CC2)sc(N)c1C#N | -2
44 | O=C(NCc1ccc(Cl)cc1)c1nn2c(c1Cl)NC(c1ccccc1)CC2C(F)(F)F (stereo not drawn) | -23
45 | CCCCOc1ccc(N2C(=O)C3CC(C)=C(C)CC3C2=O)cc1 (stereo not drawn) | -8
46 | COc1ccc(CCC(=O)Nc2ccc(-c3noc(-c4cccc(OC)c4)n3)cc2)cc1 | -5
47 | CC(C(O)c1ccc(O)cc1)N1CCC(Cc2ccccc2)CC1 (stereo not drawn) | -3
48 | CC(NC(=O)OC1CCCCC1)N1C(=O)C2C3C=CC(C3)C2C1=O (stereo not drawn) | -1
49 | COc1ccc(S(=O)(=O)N2CCCN(Cc3cccc(F)c3)CC2)cc1 | -11
50 | CN(C)S(=O)(=O)c1ccc(C(=O)Nc2ccnn2C2CCCCC2)cc1 | -5
51 | CCOC(=O)C1CCCN(C(=O)COC(=O)C2=COCCO2)C1 (stereo not drawn) | 3
52 | CCOC(=O)c1ccc(-c2nnc(COc3cccc(C)c3)o2)cc1 | 7
53 | O=C(O)Cc1ccc(O)cc1 | -7
54 | C=CCN1C(=O)C(C(c2ccc(Cl)cc2)C2C(=O)NC(=S)N(CC=C)C2=O)C(=O)NC1=S (stereo not drawn) | -211
55 | Cc1noc(C(=O)Nc2ccccc2C(F)(F)F)c1Cl | -2
56 | O=C1CSCC(C(=O)O)N1 (stereo not drawn) | -3
57 | COCCNC(=O)c1sc2ncn(CC(=O)N3CCCCC3)c(=O)c2c1C | 4
58 | Cc1cccc(N(CC(=O)N(C)Cc2ccccc2)S(=O)(=O)c2ccccc2)c1C | -7
59 | C=CCn1c(COc2cccc3ccc(C)nc23)nnc1SCC(=O)OC | -10
60 | COc1ccc(OCCN2C(=O)NC(C)(c3ccc(C)cc3)C2=O)cc1 (stereo not drawn) | -2

New compounds follow:
item | SMILES | 14-3-3 PPI
61 | O=C(O)c1ccc(Cn2c(SCc3cc(=O)n4cc(Br)ccc4n3)nc3ccsc3c2=O)cc1 | -11
62 | O=C(C1=C(O)C(=O)N(Cc2cccnc2)C1c1ccccc1)c1ccco1 (stereo not drawn) | 2
63 | Cc1ccc(/C(O)=C2\C(=O)C(=O)N(CCN(C)C)C2c2ccc(Cl)cc2)cc1 (stereo not drawn) | -2
64 | O=C(O)CSc1nnnn1-c1ccccc1 | -5
65 | COc1ccc(C(=O)C[n+]2cn(C(F)F)c3ccccc32)c(F)c1 | -2
66 | CC(NC(=O)C(NC(=O)C1CCCN1C(=O)OC(C)(C)C)C(C)C)C(N)=O (stereo not drawn) | -8
67 | COc1cccc2cc(C(=O)Nc3cccc(C(C)=O)c3)c(=O)oc12 | 2
68 | CN(C)CCCNCCCNC(=O)/C(=N\O)c1ccccn1 | -3
69 | Cc1ccc2nc3c(nc2c1)C(=O)c1ccccc1C3=O | -16
70 | O=C(Oc1ccc(C=Nc2ccc(I)cc2)cc1[N+](=O)[O-])c1ccccc1 | 0
71 | Cc1onc(-c2c(Cl)cccc2Cl)c1C(=O)NC(C)(C)CO | -4
72 | CCCOc1ccc(C2NC(=O)NC(C)=C2C(=O)OC(C)C(C)(C)C)cc1 (stereo not drawn) | -7
73 | Cc1cc(C)c(-c2cc(NC(=O)CSc3nncn3C)n(-c3ccccc3)n2)cc1C | -5
74 | CCOc1ccc(NC(=O)c2cc(-c3cccs3)nc3ccccc23)cc1 | -2
75 | Cn1c(N2CCN(c3ccccn3)CC2)nc2c1c(=O)n(Cc1ccccc1Cl)c(=O)n2C | -5
76 | COc1cc(C(=O)Nc2nc3ccc([N+](=O)[O-])cc3s2)cc(OC)c1OC | 2
77 | CSc1nnc2c3ccccc3n(Cc3ccccc3)c2n1 | -7
78 | O=c1[nH]c2ccc(S(=O)(=O)N3CCc4ccccc4C3)cc2o1 | -5
79 | CCCC(=O)Nc1ccc(Cl)c(NC(=O)c2cccnc2)c1 | -6
80 | Cc1ccc(C)n1CCN1CCN(CC(=O)Nc2ccc(S(N)(=O)=O)cc2)CC1 | -1&-15
81 | COc1cc(OC)cc(-c2nc(-c3ccccc3)no2)c1 | -2
82 | O=C(CCN1C(=O)COc2ccccc21)NCCN1CCC(Cc2ccccc2)CC1 | -7
83 | CCc1cc2c(=O)c(-c3nc4ccccc4n3C)c(COCC(=O)O)oc2cc1O | -5
84 | Cc1cccc(C)c1NC(=O)c1ccc([N+](=O)[O-])cc1Cl | -2

An excerpt from above in order of heavy-atom count, lowest first:
item | SMILES | 14-3-3 PPI
84 | Cc1cccc(C)c1NC(=O)c1ccc([N+](=O)[O-])cc1Cl | -2
77 | CSc1nnc2c3ccccc3n(Cc3ccccc3)c2n1 | -7
78 | O=c1[nH]c2ccc(S(=O)(=O)N3CCc4ccccc4C3)cc2o1 | -5
74 | CCOc1ccc(NC(=O)c2cc(-c3cccs3)nc3ccccc23)cc1 | -2
83 | CCc1cc2c(=O)c(-c3nc4ccccc4n3C)c(COCC(=O)O)oc2cc1O | -5
73 | Cc1cc(C)c(-c2cc(NC(=O)CSc3nncn3C)n(-c3ccccc3)n2)cc1C | -5

Other records follow.
item | SMILES | 14-3-3 PPI
85 | CCn1ccc(C(=O)Nc2nccs2)n1 | -11
86 | Cc1[nH]nc(-c2ccc(O)cc2O)c1-c1ccc(Cl)cc1 | -8
87 | COc1ccc(CNS(=O)(=O)c2ccc(F)c(C(=O)Nc3cc(C)ccc3C)c2)cc1 | -6
88 | C=CCn1cc(C(=O)N2CCCCC2)c(=O)c2cc(S(=O)(=O)N3CCCCCC3)ccc21 | -2
89 | COc1ccc(C2CC(=O)C=C(Nc3ccc([N+](=O)[O-])cc3)C2)cc1OC (stereo not drawn) | -4
90 | COc1ccc(Cl)cc1N=c1oc2c(C)ncc(COC(C)=O)c2cc1C(=O)Nc1ccccc1 | -2
91 | C=CCn1c(Sc2c(-c3ccccc3)c3cc([N+](=O)[O-])ccc3[nH]c2=O)nnc1-c1ccccc1 | -17
92 | Cc1cccc(OCCCC(=O)Nc2ccc(N3CCOCC3)cc2)c1 | -7
93 | Cc1cc(N2CC(=O)N(CCc3ccccc3)C(=O)C2)n2ncnc2n1 | -4
94 | COC(=O)C(C)Sc1nc(-c2ccc([N+](=O)[O-])cc2)nc2c1c(=O)n(C)c(=O)n2C (stereo not drawn) | -5
95 | OC(COc1ccccc1)CN1C2=NCCCN2c2ccccc21 (stereo not drawn) | 4
96 | COc1ccc(-c2nc(SC(C(C)=O)C(=O)N(C)C)c3c(=O)n(C)c(=O)n(C)c3n2)cc1 (stereo not drawn) | 5

Reprinted at random: 2 compounds from above.
item | SMILES | 14-3-3 PPI
27 | CCOc1ccc(NC(=O)CSc2nnc(C3CC3)n2N)cc1 | -6
28 | C=CCn1c(SCCCO)nc2c1c(=O)[nH]c(=O)n2C | 3

Further structures:
item | SMILES | 14-3-3 PPI
97 | Cc1ccc(NC(=O)N(CCC(C)C)C2CCN(C(C)C)CC2)cc1C | -1
98 | Cc1ccc2c(c1)c(-c1ccccc1)c(-c1ccccc1)n2CC(O)CNCc1ccco1 (stereo not drawn) | 4
99 | CCCC(=O)N(c1ccc2oc3c(c2c1)CCCC3)S(=O)(=O)c1cccc([N+](=O)[O-])c1 | -16
100 | CCc1nnc(SCC(=O)Nc2ccccc2OC)nc1CC | -11
101 | O=C1C(Cc2ccccc2)N=C2c3ccccc3N=C(SCc3cc(=O)n4cc(Br)ccc4n3)N12 (stereo not drawn) | -16
102 | Cc1ccc(S(=O)(=O)N2CCCC(C(=O)N3CCC(C(=O)O)CC3)C2)cc1 (stereo not drawn) | -4
103 | CCOc1cccc(C2Oc3ccccc3C3CC(c4cccs4)=NN32)c1 (stereo not drawn) | -49
104 | O=C(CSc1nc2cc(Cl)ccc2s1)Nc1ncccn1 | -118
105 | CCOC(=O)C1C(=O)CC(C)(O)C(C(=O)OCC)C1c1ccc(O)cc1 (stereo not drawn) | -4
106 | CCCCCn1c(CN2CCc3ccccc3C2)nc2c1c(=O)n(C)c(=O)n2C | -1
107 | CCCCCNC(=O)c1c(N)n(/N=C/c2ccco2)c2nc3ccccc3nc12 | -1
108 | CC(C)c1ccc(N(CC(=O)O)S(=O)(=O)c2cccnc2)cc1 | 0
109 | Cc1cccc(-n2c(CNC(=O)c3ccc(S(=O)(=O)N4CCCCC4)cc3)n[nH]c2=S)c1 | 3
110 | COc1ccc2oc(=Nc3ccc(C(=O)O)cc3)c(C(N)=O)cc2c1 | 1
111 | Cc1ccc(S(=O)(=O)Nc2ccccc2C(=O)Nc2nc(-c3ccc(Cl)cc3)cs2)cc1 | 6
112 | CSc1ccc(C2C(C#N)=C(N)Oc3cc4c(cc32)OCO4)cc1 (stereo not drawn) | -7
113 | CC1=C(C(=O)OCCc2ccccc2)C(c2cccc(Oc3ccccc3)c2)C2=C(CCCC2=O)N1 (stereo not drawn) | 4
114 | O=C(NCC1CCCO1)c1ccc2c(=O)n(Cc3ccco3)c(SCc3ccc([N+](=O)[O-])cc3)nc2c1 (stereo not drawn) | -10
115 | Cc1ccc(-n2nnc3ccccc3c2=O)cc1C | 11
116 | Cc1ccc(S(=O)(=O)N(CC(=O)Nc2ccc(C)c(C)c2)c2cccc(Cl)c2)cc1 | -1
117 | O=C(Nc1ccccc1)Nc1ccccn1 | -7
118 | Cc1nc2c([N+](=O)[O-])cc(Br)cc2c(=O)[nH]1 | -2
119 | CCOc1ccc(-c2nc3cc(NC(=O)COc4cccc(C)c4)ccc3o2)cc1 | -26
120 | C=CCn1c(C2CC(=O)N(c3ccc(C)cc3)C2)nc2ccccc21 (stereo not drawn) | -1
121 | O=C(NCCCN1CCCCC1)C1CCC(=O)N1CCc1ccccc1 (stereo not drawn) | 4&-5
122 | CN(C)c1ccc(Nc2nc(-c3ccc(Cl)cc3)cs2)cc1 | -2
123 | CC1/C(=N/O)C(CN(C)C)C2CC1C2(C)C (stereo not drawn) | -8
124 | O=C(c1ccc2c(c1)OCO2)N1CCN=C1SCc1ccc(C(F)(F)F)cc1 | 6
125 | O=S(=O)(NCc1ccc2c(c1)OCO2)c1cccc2nonc12 | -11
126 | O=C1NC2(Oc3ccccc3C3CC(c4ccccc4)=NN32)C(=Cc2ccc(O)cc2)S1 (stereo not drawn) | -141
127 | CCOC(=O)c1ccc(N2Cc3ccccc3C2)cc1 | -8
128 | COc1ccc(NC(=O)CCS(=O)(=O)c2cc(Br)cc3c2N(C(=O)C2CC2)CC3)cc1Cl | -16

This is a subset (hit frequency here may not be typical).
